# CSN inh = CSN deneddylation inhibition | 360,000 compounds, 0.38% hits | Purified CSN, SCF-Nedd8-OG deneddylation, fluorescence polarization | inhibition, % at 12.5 µM;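 active = pattern-corrected inhibition above about 35%, with an unprinted fluorescence ratio check between 0.5 and 1.5, limit read from the data, passing the limit was not always enough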;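 note: 0% = enzyme with substrate and 100% = substrate without enzyme; some results filed as inactive read as strong as hits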
# Target sequence (Q92905 whole entry, looked up, one chain of several): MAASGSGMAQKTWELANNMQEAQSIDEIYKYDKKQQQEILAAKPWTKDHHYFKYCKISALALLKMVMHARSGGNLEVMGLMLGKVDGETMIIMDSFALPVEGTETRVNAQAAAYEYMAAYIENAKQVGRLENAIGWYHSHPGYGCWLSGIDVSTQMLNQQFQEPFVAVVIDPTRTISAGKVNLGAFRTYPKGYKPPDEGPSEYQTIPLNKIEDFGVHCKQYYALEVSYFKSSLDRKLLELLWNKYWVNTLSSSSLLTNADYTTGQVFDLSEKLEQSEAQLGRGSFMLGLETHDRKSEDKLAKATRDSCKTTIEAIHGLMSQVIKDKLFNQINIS
#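 Assay system: Purified human Csn5 enzyme expressed in HEK293T cells | Amount: Enzyme 0.24 nM | Measured by: Fluorescence polarization readout | Medium: Tris/NaCl/DTT buffer, pH 7.5 | Compound dosing: One concentration, 12.5 µM, 0.25% DMSO | Times: 90 min incubation of compound, enzyme and substrate at room temperature | Control set: no-enzyme wells high, enzyme-with-substrate wells low | Read-out: % inhibition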
# MT1-MMP act inh = blocks activation of human MT1-MMP; HT1080 RFP-PRO-GFP cells, GFP/RFP ratio fluorescence, overnight; percent of plate control window, DMSO zero; GFP/RFP ratio change, % at 20 µM; AID 651647; 360,000 compounds, 0.061% hits;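 active = GFP/RFP ratio change of at least 30% with cell ATP level not reduced by more than half and red fluorescence within 50% of control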; note: strong numbers were not always called active
#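 Compound: 20 µM single dose, 1% DMSO / System: HT1080 RFP-PRO-GFP cells / Controls: DMSO and RFP-L50D-GFP cell wells / Read-out basis: GFP/RFP fluorescence ratio / Schedule: overnight compound exposure at 37 °C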
# SKN-1 block = blocks SKN-1 activity in C. elegans | inhibition, % at 21.8 µM | C. elegans VP596 Pgst-4::GFP/RFP ratio, acrylamide-induced, 24 h | 360,000 compounds, 0.49% hits;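 active = interference check ratio from 0.5 to 1.5 plus GFP to RFP signal ratio inhibition reaching or exceeding a fixed threshold, cut at about 30% in these data, passing the limit was not always enough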; note: some compounds called inactive have numbers as strong as hits
# Rpn11 block = blocks the human proteasome subunit Rpn11; O00487; human 26S proteasome, Ub4-pepOG fluorescence polarization; 20S core pre-blocked with epoxomicin; 360,000 compounds, 0.59% hits; calls only at 20 µM; AID 588493;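 active = inhibition at 20 µM, scaled to each plate's controls, above about 33%, limit read from the data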
# FAS TE block = blocks the thioesterase domain of human fatty acid synthase | recombinant FAS-TE, OMFH fluorogenic substrate, fluorescence endpoint | inhibition, % at 15 µM | 360,000 compounds, 0.67% hits | AID 602261 | P49327;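 active = compounds whose normalised, plate-corrected inhibition of enzyme fluorescence in the single-dose primary screen is 50% or more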;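 note: 0% = DMSO with enzyme and 100% = substrate without enzyme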
# Neddyl block = blocks human cullin neddylation; P61081+Q13564; TR-FRET cullin neddylation, biochemical; calls only at 25 µM; 360,000 compounds, 0.58% hits; AID 651699; in the data active = inhibition above about 36%
# NadD block = NadD (S. aureus) enzyme inhibition | AID 602399 | purified NadD enzyme, colorimetric absorbance read-out | 360,000 compounds, 0.78% hits | inhibition, % at 20 µM; in the data active = inhibition above about 26%; note: some compounds past the cut are filed as inactive
# PABP1 MLLE inh = inhibitors of microRNA-mediated deadenylation, human PABP1 MLLE binding; inhibition, % at 20 µM; P11940; GST-MLLE / FITC-PAM2 fluorescence polarization; 360,000 compounds, 0.36% hits; in the data active = inhibition above about 35%, passing the limit was not always enough;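 note: plate controls were DMSO wells with GST-MLLE for no effect and wells lacking GST-MLLE protein for full effect; some results filed as inactive read as strong as hits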
# Target sequence (P11940 whole entry, looked up): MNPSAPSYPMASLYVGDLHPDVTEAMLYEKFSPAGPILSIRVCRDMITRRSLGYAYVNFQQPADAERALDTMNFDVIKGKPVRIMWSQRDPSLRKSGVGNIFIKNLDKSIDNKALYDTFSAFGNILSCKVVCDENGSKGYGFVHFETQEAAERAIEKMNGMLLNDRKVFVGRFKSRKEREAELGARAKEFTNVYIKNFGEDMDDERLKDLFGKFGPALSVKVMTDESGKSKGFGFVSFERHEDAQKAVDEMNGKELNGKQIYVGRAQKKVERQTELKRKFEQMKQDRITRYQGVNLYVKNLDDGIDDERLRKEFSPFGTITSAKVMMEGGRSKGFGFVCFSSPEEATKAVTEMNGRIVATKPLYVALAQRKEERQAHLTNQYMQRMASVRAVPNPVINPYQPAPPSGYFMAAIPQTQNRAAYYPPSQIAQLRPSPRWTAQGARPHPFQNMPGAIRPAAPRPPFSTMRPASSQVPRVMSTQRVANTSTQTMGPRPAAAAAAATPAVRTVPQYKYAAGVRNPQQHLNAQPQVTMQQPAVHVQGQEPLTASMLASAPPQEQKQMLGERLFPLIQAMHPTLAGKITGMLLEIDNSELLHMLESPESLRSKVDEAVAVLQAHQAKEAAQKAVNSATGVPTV
# Rin1 Abl inh = human Rin1-Abl interaction inhibition; inhibition, % at 7.35 µM; 360,000 compounds, 0.4% hits; TR-FRET Rin1/Abl binding, biochemical; AID 588664; P00519+Q13671; in the data active = inhibition above about 5%, passing the limit was not always enough
# An asterisk follows results filed as active; i = inactive; · = not tested or not shown; + = active, no number. Random draw from the library (roughly 3.9% active in at least one column).
SMILES,CSN inh,MT1-MMP act inh,SKN-1 block,Rpn11 block,FAS TE block,Neddyl block,NadD block,PABP1 MLLE inh,Rin1 Abl inh
CCN(CC)C(=O)c1ccccc1NC(=O)c1cccc(S(=O)(=O)N(CC)CC)c1,-2,-3,6,i,-6,i,-3,0,4
CN(CCCNC(=O)C1CCC(=O)N1Cc1ccccc1Cl)c1ccccc1 (stereo not given),-1,3,23,i,-5,i,-4,-3,-1
Cc1cc(NS(=O)(=O)c2ccc(NC(=O)CSc3nc4ncc(Br)cc4[nH]3)cc2)nc(C)n1,5,4,-7,i,-6,i,-1,-66,-2
COc1ccccc1NC1=NC(C)(C)N=C(N)N1,-2,4,-11,i,-10,i,-3,-9,6
Cc1cc(=O)oc2cc3oc(=O)cc(C)c3cc12,1,-13,-27,i,-2,i,-4,-14,-2
COc1cccc(N2CC(C(=O)OC(C)C(=O)c3ccccc3)CC2=O)c1 (stereo not given),4,0,6,i,-2,i,-2,10,-4
O=C(c1ccc(Cl)cc1)C1CCN(Cc2ccccc2)CC1,5,-2,17,i,0,i,2,-32,4
CC(=O)Oc1ccc(CC(C(=O)O)N2C(=O)c3ccccc3C2=O)cc1 (stereo not given),1,1,15,i,-1,i,1,1,2
CC1CCN(C(=S)Nc2ccc(F)cc2)CC1,-4,0,7,i,-4,i,5,-101,0
CCOC(=O)C1(CC2CCCCO2)CCN(Cc2nccn2-c2cccc(C)c2)CC1 (stereo not given),2,0,-1,i,-7,i,-2,3,-1
Cc1ccc([N+](=O)[O-])cc1N=Nc1c(-c2ccc([N+](=O)[O-])cc2)[nH]n(C(N)=S)c1=O,0,-11,-6,i,30,i,53*,31,-17
CCOC(=O)Nc1ccc2nc3n(c(=O)c2c1)CCCCC3,7,1,12,i,-1,i,0,-4,-5
CCCCOc1ccccc1C1NC(=O)NC(C)=C1C(=O)OCCOCC (stereo not given),3,-2,4,i,-8,i,-1,11,5
COc1ccc(NC(=O)N2CCCC2C(=O)Nc2ccc(C)c(Cl)c2)cc1 (stereo not given),0,0,-22,i,2,i,-3,11,4
COCCCNS(=O)(=O)c1ccc2c(c1)CCN2C(C)=O,0,11,-11,i,-6,i,-6,0,-2
O=C(Nc1nc2ccccc2[nH]1)c1ccc(F)cc1,-14,7,9,i,-8,i,-7,-2,-1
CS(=O)(=O)Nc1ccccc1C(=O)OCC(=O)NC1CC1,-2,3,8,i,-9,i,-5,-1,4
CCOC(=O)C1(Cc2ccccc2)CCCN(C2CCN(C(C)=O)CC2)C1 (stereo not given),10,-16,9,i,-11,i,-4,-36,3
COCCNC(=S)c1ccc(OC)cc1,-6,-2,22,i,-9,i,8,26,-1
CCOC(=O)c1c(N/N=C/c2ccncc2)n[nH]c1C,1,2,9,i,-8,i,-3,0,1
COc1cccc(CN(CC(=O)NCc2ccc(F)cc2)C(=O)c2ccco2)c1,2,1,14,i,0,i,1,3,2
Cc1ccc(-c2cc3c(nn2)-c2ccccc2C3=O)cc1,0,9,16,i,3,i,0,12,-3
COCCNC(=S)N(CCc1c(C)[nH]c2ccccc12)Cc1ccco1,-6,0,10,i,7,i,-1,-134,2
COc1ccc(O)c(-c2cc(-c3ccc(F)cc3)n[nH]2)c1,3,11,32,i,8,i,-6,10,-1
O=C(NNC1=Nc2cccc3cccc1c23)c1ccccc1Br,-1,-11,9,+,-4,i,7,3,-2
CCOc1ccc(N(CC(=O)NC2CCC(C)CC2)S(=O)(=O)c2c(C)noc2C)cc1 (stereo not given),4,-2,-4,i,-2,i,-12,1,3
CCOc1ccc(NS(=O)(=O)c2cc(NC(=O)CCC(=O)c3cccs3)ccc2Cl)cc1,5,-8,-3,i,38,i,16,8,3
CC(C)c1ccc(S(=O)(=O)N2CCN(C(=O)CN3C(=O)NC4(CCCCC4)C3=O)CC2)cc1,13,1,10,i,10,i,0,-10,-2
O=S1(=O)CC/C(=N/Nc2ccccn2)c2cc(F)ccc21,-1,-1,0,i,-6,i,-5,10,-5
CC(C)(C)NC(=O)c1ccc(COCC(F)(F)F)o1,1,-6,11,i,-8,i,-6,1,-5
COCCC(=O)N1CCCC(CCC(=O)NCc2ccc(F)c(F)c2)C1 (stereo not given),-1,-2,4,i,-2,i,-1,8,0
CCC(C)[C@H](N)C(=O)NC[C@H]1CC[C@H](C(=O)N[C@@H](Cc2ccccc2)C(=O)O)CC1 (stereo not given in full),3,2,-2,i,-7,i,1,-14,1
Cc1cc(C)c(S(=O)(=O)N2CCC(C(=O)NCc3ccncc3)CC2)c(C)c1,2,-1,-6,i,-2,i,-1,-5,0
CCOC(=O)c1cc(NC(=O)N2CCOCC2)c(C)nc1C,3,3,15,i,-1,i,11,-4,-1
COC(=O)C1C(c2ccccc2)C(C(=O)N2CCOCC2)C1c1ccccc1 (stereo not given),5,4,15,i,-5,i,5,8,3
Nc1nnnn1/N=C/c1cccc(O)c1,4,3,10,i,-11,i,2,-1,3
COc1ccc(NC(=O)CSc2nccn2Cc2ccccc2)cc1,2,0,-1,i,1,i,1,-61,1
Cc1ccc(Cn2nnc3c(=O)n(Cc4cc(C)ccc4C)cnc32)cc1,3,-2,13,i,1,i,-1,-8,1
O=C(NCC(=O)N1CCN(c2ccccc2O)CC1)c1cccs1,-1,2,-7,i,-8,i,10,-16,0
O=C(Nc1nncs1)Oc1ccccc1,2,4,-9,i,-10,i,-3,-2,0
C=CCN(Cc1nc(-c2cc(OC)ccc2OC)oc1C)C1CCS(=O)(=O)C1 (stereo not given),-1,6,-8,i,-2,i,8,-16,5
CCOc1ccc(CCNC(=O)CCN2C(=O)COc3ccccc32)cc1OCC,1,-3,12,i,-7,i,0,8,5
NC(=S)N/N=C/c1coc2cc(Cl)ccc2c1=O,4,-7,4,i,-4,i,2,-28,-1
Cc1ccc(N2C(=O)/C(=C\c3ccc(C(C)C)cc3)N=C2SC2CCOC2=O)cc1 (stereo not given),4,3,13,i,25,i,12,31,3
Cc1ccc(NC(=O)CN2C(=S)NC(C)(C)CC2C)cc1Cl (stereo not given),5,-3,-1,i,1,i,1,12,1
O=C(CCN1C(=O)C2C3C=CC(C3)C2C1=O)N1CCN(c2ccccn2)CC1 (stereo not given),-3,-4,12,i,-8,i,-1,2,3
C(=N\Nc1nc2ccccc2[nH]1)/c1ccc2c(c1)OCCO2,0,8,13,i,-8,i,-4,-106,1
O=C(NNC(=O)c1ccc2[nH]c(=O)c(=O)[nH]c2c1)c1cccc(Br)c1,2,-1,-1,i,1,i,1,-3,2
CC(C)(C)C1CCc2c(sc(NC(=O)c3cccs3)c2C(=O)N2CCCCC2)C1 (stereo not given),3,-2,13,i,1,i,0,2,0
CNC(=O)c1cc2cc(OC)ccc2n1CCN(C)C,-4,3,10,i,-5,·,5,2,1
Cc1ccc(C(=O)Cn2c(C)cc(C)c(C#N)c2=O)cc1,0,-1,21,i,11,i,-1,-2,-3
N#CCCn1cc(C(=O)O)c(-c2cc3ccccc3o2)n1,1,4,17,i,-12,i,-1,-19,0
Cn1c(N)c(C(=O)COC(=O)/C=C/c2cccc(F)c2)c(=O)n(C)c1=O,0,2,13,i,-3,i,3,-1,2
O=C(NCCc1ccc(Cl)cc1)C1CCCN(c2ncnc3c2nc2n3CCCCC2)C1 (stereo not given),4,0,8,i,11,i,6,-10,-1
CCCCC[C@@H]1C=C(C(=O)O)[C@H](c2ccc3c(c2)OCO3)N1S(=O)(=O)c1ccc(C)cc1,3,5,1,i,-2,i,9,1,-5
COC(=O)c1ccc(CSC2=NC[C@@H]3[C@@H]4C(=O)N(Cc5ccccc5)C(=O)[C@@H]4[C@](Cc4ccccc4)(C(=O)OC)N23)cc1,2,-4,4,i,32,i,14,0,1
O=C(CNS(=O)(=O)c1ccccc1F)Nc1ccc(N2CCOCC2)cc1,1,0,13,i,-9,i,8,11,1
CCn1cc(C(=O)N2CCN(c3cccc(Cl)c3)CC2)c2cc(OC)c(OC)cc2c1=O,5,9,-11,i,1,i,3,7,1
COC(=O)C1CCN(Cc2cc(=O)oc3cc(OC)ccc23)CC1,-2,-3,-3,i,-6,·,-5,16,0
CCc1nc2ccc(C(=O)Nc3cccc(OCC(=O)N(C)C)c3)cn2c1N(CCN(C)C)CC1CC1,3,-2,-1,i,-8,i,0,0,4
# Further compounds follow:
SMILES,CSN inh,MT1-MMP act inh,SKN-1 block,Rpn11 block,FAS TE block,Neddyl block,NadD block,PABP1 MLLE inh,Rin1 Abl inh
Cc1cc(C)c(NC(=O)CCn2nnc3ccccc32)c(C)c1,-12,3,-2,i,-5,i,-1,14,3
Cc1ccc(N2CC(C(=O)OCC(=O)Nc3ccccc3F)CC2=O)cc1 (stereo not given),1,6,-8,i,-9,i,-1,7,1
CCOc1ccc(-n2cc(C(=O)NCCOC)c3cc(OC)c(OC)cc3c2=O)cc1,-1,3,22,i,-6,i,-6,1,-1
COc1ccc(COC(=O)c2ccc(Cl)c(S(=O)(=O)N3CCOCC3)c2)cc1F,2,5,3,i,24,i,-8,1,1
COc1ccc(S(=O)(=O)NNC(=O)c2cc3ccccc3o2)cc1,4,2,10,i,-13,i,2,1,1
CCCCn1c(N)c(NCC)c(=O)[nH]c1=O,-1,-5,-4,i,-10,i,-3,26,3
COc1ccc(C(CNC(=O)c2oc3ccc(F)cc3c2C)N2CCCCC2)cc1 (stereo not given),1,-2,-6,i,20,i,-6,-4,0
O=C1NCCCC1C(=O)N/N=C/c1cccc([N+](=O)[O-])c1 (stereo not given),-6,2,2,i,0,i,1,-18,-1
CSc1ccc(S(=O)(=O)NC(C)c2ccccc2)cc1 (stereo not given),-7,1,-9,i,-2,i,-5,-2,1
CCOC(=O)c1nn(-c2ccc(C)cc2)cc1O,-2,-1,-24,i,-8,i,-6,-3,3
CC(C)(C)OC(=O)C[C@@H]1C/C=C\C[C@H](CC(=O)N[C@H](CO)Cc2ccccc2)C(=O)N[C@@H](Cc2ccccc2)COC1=O,-1,12,3,i,7,i,-2,3,0
CCCCN(C(=O)CSc1nnc(-c2ccco2)o1)c1c(N)n(Cc2ccccc2)c(=O)[nH]c1=O,0,1,-2,i,-8,i,0,-6,-2
